Assay outcomes from PubChem.
PP5 primary = inhibitors of human protein phosphatase 5 (PP5); actives 0.18% (n = 320,000); P53041; purified PP5c, OMFP substrate fluorescence; inhibition, % at 6.7 µM;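 active means inhibition above the campaign's mean inhibition across all tested compounds plus 3 SD, cut at about 9.5% in these data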;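 further: 0% = DMSO only and 100% = 100 µM cantharidin control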
JMJD2C inh = human JMJD2C demethylase inhibition; actives 0.069% (n = 330,000); inhibition, % at 2.35 µM; Q9H3R0; GST-JMJD2C(1-420) H3K9me3 demethylation, DELFIA europium; AID 2099;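 active means more than half of a compound's replicate wells show inhibition beyond 50%, single wells judged on their own value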;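 further: signal counts dimethyl H3K9 product captured on neutravidin plate; 0% = median of DMSO wells and 100% = 0.3 times that DMSO median; strong numbers were not always called active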
Target sequence (Q9H3R0 1-420 limits assumed): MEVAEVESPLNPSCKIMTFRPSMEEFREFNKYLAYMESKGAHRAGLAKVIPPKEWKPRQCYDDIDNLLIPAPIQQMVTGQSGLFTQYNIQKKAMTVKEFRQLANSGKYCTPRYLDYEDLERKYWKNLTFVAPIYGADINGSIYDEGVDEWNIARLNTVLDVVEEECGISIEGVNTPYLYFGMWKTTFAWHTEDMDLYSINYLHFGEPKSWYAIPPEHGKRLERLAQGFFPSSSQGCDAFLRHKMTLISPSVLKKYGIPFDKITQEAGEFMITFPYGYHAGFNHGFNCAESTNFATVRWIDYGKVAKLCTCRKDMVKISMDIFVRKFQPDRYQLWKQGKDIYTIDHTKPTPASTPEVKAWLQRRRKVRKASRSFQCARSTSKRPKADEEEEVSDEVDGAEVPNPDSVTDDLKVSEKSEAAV
CR mimetic SO = caloric restriction mimetics inhibiting age-related superoxide in yeast; S. cerevisiae aged cells, superoxide DHE fluorescence; stronger effect = lower value; actives 0.18% (n = 330,000); superoxide response (% of plate mean), % at 10 µM;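 active means superoxide response under a set limit, about three screen SD below normal, cut at about 65% in these data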;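 further: yeast aged for seven days with compound at 30 °C before DHE staining; 100% = average MFI of all compound-treated wells on the plate with controls excluded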
core dimer inh = blocks dimerization of HCV core protein | TR-FRET GST/Flag-core106 dimerization, 1536-well | inhibition, % at 5 µM | actives 0.33% (n = 300,000) | AID 1899;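 active means inhibition above the mean of all tested compounds plus 3 SD, set per screening campaign, cut at about 45% in these data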
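Material: Tagged HCV core106 pair (GST and Flag) | Amount: GST-core106 13.5 nM, Flag-core106 17 nM | Medium: KF-containing HEPES buffer, pH 7.45, DTT, CHAPS, BSA | Reagent: Eu donor and XL665 acceptor anti-tag antibodies | Schedule: 4 h at 22.5 °C | Technique: Time-resolved FRET, ex 340 nm, em 617 and 671 nm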
EBNA-1 inhibitor = blocks EBNA-1 binding to DNA; EBNA-1 DNA binding, fluorescence polarization; inhibition, % at 14.8 µM; actives 0.34% (n = 300,000); AID 1950; in the data active means inhibition above about 28%
ZTA DNA inh = counter-screen for EBNA-1 inhibitors: inhibitors of Epstein-Barr virus ZTA; P03206; ZTA-DNA binding, fluorescence polarization; inhibition, % at 11 µM; actives 0.15% (n = 320,000); AID 2234; in the data active means inhibition above about 33%
Target sequence (P03206 whole entry, looked up): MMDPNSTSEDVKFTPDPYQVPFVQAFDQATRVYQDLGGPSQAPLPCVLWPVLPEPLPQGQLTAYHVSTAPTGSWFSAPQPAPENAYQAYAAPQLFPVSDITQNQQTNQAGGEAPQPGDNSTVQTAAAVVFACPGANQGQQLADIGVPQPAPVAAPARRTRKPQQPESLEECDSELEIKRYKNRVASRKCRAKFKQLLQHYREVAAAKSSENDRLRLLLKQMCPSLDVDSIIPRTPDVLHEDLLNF
PP1 inh = counter-screen for PP5 inhibitors: inhibitors of human PP1-alpha; inhibition, % at 6.7 µM; actives 0.9% (n = 320,000); P62136; purified PP1alpha, OMFP fluorescence;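 active means inhibition above the mean inhibition of all tested compounds plus 3 SD, computed separately for each screening campaign, cut at about 15% in these data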
Target sequence (P62136 whole entry, looked up): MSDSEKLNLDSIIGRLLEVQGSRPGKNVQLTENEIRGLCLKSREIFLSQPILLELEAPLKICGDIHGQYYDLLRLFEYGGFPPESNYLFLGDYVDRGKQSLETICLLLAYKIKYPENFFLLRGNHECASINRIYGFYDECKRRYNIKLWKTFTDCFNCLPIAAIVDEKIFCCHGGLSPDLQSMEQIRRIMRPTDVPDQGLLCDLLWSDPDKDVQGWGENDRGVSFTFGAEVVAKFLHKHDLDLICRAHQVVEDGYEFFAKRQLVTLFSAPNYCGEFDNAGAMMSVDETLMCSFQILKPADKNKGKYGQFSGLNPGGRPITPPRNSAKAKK
CTSL1 counter = counter-screen for PFM18AAP inhibitors: inhibitors of F. hepatica cathepsin L1; actives 0.49% (n = 300,000); recombinant F. hepatica cathepsin L1, Z-Leu-Arg-MCA fluorescence; inhibition, % at 5.96 µM;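 active means inhibition above the mean of all tested compounds plus 3 SD, set per screening campaign, cut at about 17% in these data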;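 further: 0% = plate median of test compound wells and 100% = 1 µM Z-Phe-Ala-diazomethylketone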
TPT1 inhibitor = C. albicans TPT1 enzyme inhibition; inhibition, % at 5 µM; actives 0.81% (n = 300,000); recombinant caTPT1, FP RNA substrate dephosphorylation; AID 1962;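 active means inhibition above the mean of all tested compounds plus 3 SD, set per screening campaign, cut at about 24% in these data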;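 further: plate controls were DMSO alone for no effect and ferristatin control at 100 nM for full effect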
Starred values were filed as active, the others as inactive; . = no result given. This is a random part of the collection. About 3.1% of those tested had a hit in this group.

Values in the order – PP5 primary, JMJD2C inh, CR mimetic SO, core dimer inh, EBNA-1 inhibitor, ZTA DNA inh, PP1 inh, CTSL1 counter, TPT1 inhibitor
[1] O=C(Nc1cccc(C(F)(F)F)c1)c1cc(S(=O)(=O)N2CCCCC2)ccc1N1CCOCC1
  5.7, -4, 88, 16, 11, 2, 3, 3, -1
[2] O=C(NCc1ccc2c(c1)OCO2)c1ccc(CN2CCOCC2)cc1
  1.5, -13, 91, 0, -11, -13, 0, -3, -3
[3] O=C(O)CC1CCC(=C(Cl)Cl)C1 (configuration not stated)
  1.0, 0, 91, 2, -8, -4, -4, 2, 0
[4] CCOCC(=O)Nc1c(C(=O)Nc2ccc(OC)cc2OC)oc2ccccc12
  1.3, 16, 92, -2, 0, -10, -2, 5, -4
[5] COc1ccc(-c2cc(-c3ccc(OC)cc3)[nH]n2)cc1
  4.3, -2, 110, -3, 4, -10, -1, -2, 1
[6] CS(=O)(=O)N1CCN(Cc2cc(=O)n3ccsc3n2)CC1
  3.2, -7, 99, 12, 6, -6, -3, 4, 0
[7] CCOC(=O)c1c(C)c(C(=O)NCc2cccnc2)c(C)n1CC
  1.0, -5, 88, -2, 12, -5, 1, 0, 0
[8] CCC(C(=O)NC1CCCC1)N(C(=O)c1snc(C(N)=O)c1N)c1ccc(C)cc1C (configuration not stated)
  0.3, 5, 93, 3, -10, -1, 2, 5, -3
[9] C=CCn1c(CCC)nc2ccccc21
  -1.8, 2, 104, -7, 10, -6, -5, -1, 1
[10] CC(=O)NCCN1C(=O)S/C(=C\c2cccs2)C1=O
  -1.1, 11, 92, 2, -2, 8, 0, -1, 4

Part of the list above in order of formula weight, descending:
Values in the order – PP5 primary, JMJD2C inh, CR mimetic SO, core dimer inh, EBNA-1 inhibitor, ZTA DNA inh, PP1 inh, CTSL1 counter, TPT1 inhibitor
[1] O=C(Nc1cccc(C(F)(F)F)c1)c1cc(S(=O)(=O)N2CCCCC2)ccc1N1CCOCC1
  5.7, -4, 88, 16, 11, 2, 3, 3, -1
[4] CCOCC(=O)Nc1c(C(=O)Nc2ccc(OC)cc2OC)oc2ccccc12
  1.3, 16, 92, -2, 0, -10, -2, 5, -4
[10] CC(=O)NCCN1C(=O)S/C(=C\c2cccs2)C1=O
  -1.1, 11, 92, 2, -2, 8, 0, -1, 4

The listing continues:
Values in the order – PP5 primary, JMJD2C inh, CR mimetic SO, core dimer inh, EBNA-1 inhibitor, ZTA DNA inh, PP1 inh, CTSL1 counter, TPT1 inhibitor
[11] CCOC(=O)N1CCN(C(=O)c2noc(C(C)C)c2[N+](=O)[O-])CC1
  1.0, -5, 104, 3, 4, -25, -3, -1, -2
[12] Fc1ccccc1-c1csc(=Nc2cccnc2)n1CCCn1ccnc1
  1.6, 0, 82, 4, 3, -2, 2, 1, 6
[13] CCOC(=O)CCNC(=O)c1ccc2nc(C3CCCCC3)oc2c1
  -4.2, 4, 104, -13, -11, -7, -7, 12, 0
[14] COC(=O)C1=C(C)NC2=C(C(=O)C(C(=O)OC)C(c3ccc(OC)cc3)C2)C1c1ccccn1 (configuration not stated)
  -0.1, 1, 96, -1, 8, -8, -6, -1, -2
[15] COc1ccc(CSCC(=O)N/N=C/c2ccccc2O)cc1
  0.8, -2, 119, 2, -5, -10, -5, 4, -8
[16] CN1CCC(OC(=O)COc2ccccc2)CC1
  0.6, -7, 105, -2, 3, 11, 1, 1, -4
[17] CCc1ccccc1NC(=O)CSc1nnc([C@@H](NC(=O)OC(C)(C)C)C(C)C)o1
  -0.8, 11, 109, 0, -1, 10, 2, 26*, -3
[18] CNS(=O)(=O)c1cccc(C(=O)OCC(=O)c2ccc[nH]2)c1
  -0.8, 1, 100, ., ., 6, 1, ., .
[19] O=C(Nc1cc([N+](=O)[O-])ccc1Cl)C(Sc1ccccc1)c1ccccc1 (configuration not stated)
  3.2, 3, 96, 8, -2, 1, 3, -1, 0
[20] O=C(CCS(=O)(=O)c1ccc(F)cc1)Nc1nc(-c2ccccn2)cs1
  2.0, 31, 79, -1, -3, -2, 21*, 4, -3
[21] COc1cc2c(cc1NC(=S)Nc1ccccc1C)oc1ccccc12
  3.3, 5, 107, 8, 1, -10, -3, 1, 1
[22] CCCCCOc1ccc2oc(=O)c3c(c2c1)CCCN3C(=O)CN1CCCC(C(=O)OCC)C1 (configuration not stated)
  6.8, 6, 109, 16, -9, 7, 4, 2, 2
[23] COc1ccc(NC(=O)N2CCCC2C(=O)Nc2cccc(C)c2C)cc1 (configuration not stated)
  -1.7, 4, 79, -3, 1, 2, 0, -2, -1
[24] CS(=O)(=O)N(CC(=O)NC1CCCC1)Cc1ccc(F)cc1
  0.9, -1, 104, -3, 10, -21, -6, -1, -5
[25] Cc1cccc(NC(=O)CNc2cc(C)ccc2C)c1
  4.6, 0, 89, 4, 23, -5, 2, 0, -1
[26] CCOC(=O)N1CCN(C(=O)C2CCC(=O)N(CCCN3CCCC3=O)C2)CC1 (configuration not stated)
  0.6, 11, 104, 10, 0, 22, 1, 2, 1
[27] C=C1CCC[C@]2(C)C[C@H]3OC(=O)C(CNC(CC)CO)[C@H]3CC12 (some centres not stated)
  0.2, 1, 114, -8, -15, 7, 3, 2, 0
[28] COc1ccccc1N1CCN(S(=O)(=O)c2cc(C(F)(F)F)cc(C(F)(F)F)c2)CC1
  -0.7, -1, 95, 3, 1, 4, 0, 2, -3
[29] CCNS(=O)(=O)c1cc(OC)c(Cl)cc1OC
  -2.8, 16, 118, 0, 7, 5, 1, -3, 3
[30] O/C=c1\ccc2cccc3nc(C(F)(F)F)nc1c23
  -1.3, -19, 98, 19, -12, 10, 8, 13, -2
[31] O=C(NCCCN1CCCC1=O)c1c(O)nc2ccccn2c1=O
  1.2, -29, 86, 0, -8, 10, -3, -2, 0
[32] Cn1c(Nc2ccc(F)cc2)nc2ccccc21
  0.4, 17, 99, -4, 5, 7, -4, 1, 1
[33] Cc1ccc(/C=N/N=C/c2ccc(C)cc2)cc1
  -0.8, 12, 100, 1, 6, -5, -2, -3, 0
[34] CNC(=O)CSc1nc2nc(C)cc(C)n2n1
  2.6, 8, 97, 0, -4, 8, 0, -2, -6
[35] CCC(C)NC(=O)Cn1c(=O)n(CCCC(=O)NCc2ccccc2Cl)c(=O)c2ccccc21 (configuration not stated)
  2.7, -11, 97, -3, 2, -25, 1, 0, -1
[36] CCOc1cccc(C(c2c(C)n(C)n(-c3ccccc3)c2=O)c2c(C)n(C)n(-c3ccccc3)c2=O)c1OC
  0.1, -11, 91, 5, -1, 0, 0, 0, -1
[37] NC(=O)C1(NC(=O)[C@@H]2CC3(CC(c4cccc(NC(=O)[C@@H]5CCC(=O)N5)c4)=NO3)CN2C(=O)Cc2ccc(Cl)cc2)CC1 (some centres not stated)
  2.3, -3, 98, -10, 8, 9, -2, -2, 3
[38] C=CCn1c(Cc2nc3ccc(Cl)cc3[nH]2)n[nH]c1=S
  -1.9, -2, 103, -2, -4, -2, -5, 0, 3
[39] O=C(CN1CCCC1)Nc1ccc2c(c1)CCC2
  -1.3, 6, 94, 3, 5, 9, -3, 4, -2
[40] O=C(COc1ccc2cc(Br)ccc2c1)N1CCCC1
  1.5, -3, 101, 3, 6, -4, 5, -3, -3

Excerpt: nos. 38 to 40
Values in the order – PP5 primary, JMJD2C inh, CR mimetic SO, core dimer inh, EBNA-1 inhibitor, ZTA DNA inh, PP1 inh, CTSL1 counter, TPT1 inhibitor
[38] C=CCn1c(Cc2nc3ccc(Cl)cc3[nH]2)n[nH]c1=S
  -1.9, -2, 103, -2, -4, -2, -5, 0, 3
[39] O=C(CN1CCCC1)Nc1ccc2c(c1)CCC2
  -1.3, 6, 94, 3, 5, 9, -3, 4, -2
[40] O=C(COc1ccc2cc(Br)ccc2c1)N1CCCC1
  1.5, -3, 101, 3, 6, -4, 5, -3, -3

Just CR mimetic SO, for two of the compounds above:
entry	structure	CR mimetic SO
35	CCC(C)NC(=O)Cn1c(=O)n(CCCC(=O)NCc2ccccc2Cl)c(=O)c2ccccc21 (configuration not stated)	97
37	NC(=O)C1(NC(=O)[C@@H]2CC3(CC(c4cccc(NC(=O)[C@@H]5CCC(=O)N5)c4)=NO3)CN2C(=O)Cc2ccc(Cl)cc2)CC1 (some centres not stated)	98

The results go on:
Values in the order – PP5 primary, JMJD2C inh, CR mimetic SO, core dimer inh, EBNA-1 inhibitor, ZTA DNA inh, PP1 inh, CTSL1 counter, TPT1 inhibitor
[41] CCOC(=O)/C(C#N)=C/c1c(Oc2cc(C)cc(C)c2)nc2ccccn2c1=O
  0.3, 8, 101, 8, 5, -2, 4, -3, 2
[42] Cc1cc(C)c(NC(N)=S)c(C)c1
  -2.1, 2, 110, -3, 4, 5, -2, 0, 2
[43] COC(=O)c1c(-c2ccc(OC)c(OC)c2)csc1N
  -0.1, -9, 83, -8, -6, 5, -7, -14, 2
[44] COC(=O)c1ccc(CN2CCC(Oc3cccc(C(=O)N4CCCC4)c3)CC2)cc1
  -4.0, -27, 109, -6, -16, -17, -5, 3, -4
[45] O=C(c1ccc(S(=O)(=O)c2cccc(Cl)c2)c([N+](=O)[O-])c1)N1CCN(Cc2ccccc2)CC1
  4.5, -4, 98, 5, -7, -15, 0, 2, 4
[46] CCN(CC)S(=O)(=O)c1ccc(N2CCOCC2)c(NC(=O)Cc2ccc(Cl)cc2)c1
  3.0, -11, 93, 16, -9, -15, 1, 5, 0
[47] S=c1[nH]nc(COc2ccc3c(c2)OCO3)n1-c1ccccc1
  3.2, 29, 99, -3, -10, -7, 0, 1, -4
[48] Cc1noc(/C=C/c2ccco2)c1S(=O)(=O)N1CCC(C(=O)N2c3ccccc3CC2C)CC1 (configuration not stated)
  0.3, -46, 101, 26, 4, 3, 17*, -1, 7
[49] Cc1cccc2cc(CN(Cc3cccs3)C(=S)NCC3CCCO3)c(=O)[nH]c12 (configuration not stated)
  2.3, -4, 104, -5, -1, -2, 0, -4, 1
[50] O=S(=O)(c1ccc(-c2csc(Nc3ccc(F)cc3)n2)cc1)N1CCCC1
  -0.1, -2, 100, 6, 7, 17, -3, -1, 1
[51] COc1ccc(OC)c(CN2CCN(C(=O)c3ccco3)CC2)c1
  -0.8, 0, 97, -5, -5, -12, -3, -5, 2
[52] COc1ccc(-c2nn(-c3ccccc3)cc2CN2CCCO2)c(F)c1
  -0.5, -18, 107, -3, -8, -3, -2, 2, 3

One compound at a time, as listed above. Screens in order: PP5 primary | JMJD2C inh | CR mimetic SO | core dimer inh | EBNA-1 inhibitor | ZTA DNA inh | PP1 inh | CTSL1 counter | TPT1 inhibitor
O=C(O)CC1CCC(=C(Cl)Cl)C1 (configuration not stated) is listed with 1.0 | 0 | 91 | 2 | -8 | -4 | -4 | 2 | 0
Cc1ccc(/C=N/N=C/c2ccc(C)cc2)cc1 is listed with -0.8 | 12 | 100 | 1 | 6 | -5 | -2 | -3 | 0
C=CCn1c(Cc2nc3ccc(Cl)cc3[nH]2)n[nH]c1=S is listed with -1.9 | -2 | 103 | -2 | -4 | -2 | -5 | 0 | 3
